GSTO1 counter: counter-screen for RBBP9 inhibitors: inhibitors of human GSTO1; P78417; recombinant GSTO1, activity-based probe fluorescence polarization; inhibition, % at 5.96 µM; hit rate 1.1% among 300,000; AID 1974;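 active = inhibition above the campaign mean inhibition plus 3 SD, cut at about 35% in these data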;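 note: 0% = GSTO1-1 with DMSO and 100% = wells lacking GSTO1-1 enzyme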
Target sequence (P78417 whole entry, looked up): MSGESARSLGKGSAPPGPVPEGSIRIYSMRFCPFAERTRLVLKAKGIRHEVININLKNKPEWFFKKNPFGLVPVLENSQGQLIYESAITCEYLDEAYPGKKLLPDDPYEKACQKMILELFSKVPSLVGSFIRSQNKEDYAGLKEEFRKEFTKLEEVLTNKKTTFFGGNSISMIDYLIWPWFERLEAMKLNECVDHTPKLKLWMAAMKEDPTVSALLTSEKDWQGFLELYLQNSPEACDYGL
pPAFAH FP inh: inhibitors of human plasma PAF acetylhydrolase (pPAFAH). Q13093. recombinant pPAFAH, FP-rhodamine probe fluorescence polarization. inhibition, % at 3.39 µM. hit rate 1.5% among 330,000;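 active = inhibition above the mean inhibition across the screen plus 3 SD, cut at about 25% in these data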;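 note: inhibitors block binding of the rhodamine activity-based probe so polarization drops; 0% = enzyme with DMSO and 100% = wells lacking pPAFAH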
LYPLA2 counter: LYPLA2 (human) inhibition in PME1 counter-screen | AID 2177 | hit rate 0.38% among 320,000 | inhibition, % at 5.9 µM | recombinant LYPLA2, FP-Rh probe fluorescence polarization;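 active = inhibition above the screen-wide mean plus 3 SD, limit set per campaign, cut at about 26% in these data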;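 note: 0% = LYPLA2 with DMSO and 100% = wells lacking LYPLA2 enzyme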
Target sequence (O95372 whole entry, looked up): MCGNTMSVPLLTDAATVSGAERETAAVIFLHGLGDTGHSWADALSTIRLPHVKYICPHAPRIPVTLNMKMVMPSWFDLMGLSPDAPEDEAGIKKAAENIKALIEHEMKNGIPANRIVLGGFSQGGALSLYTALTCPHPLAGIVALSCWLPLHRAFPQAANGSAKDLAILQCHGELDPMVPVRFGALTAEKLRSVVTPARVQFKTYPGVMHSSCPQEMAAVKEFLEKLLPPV
PREPL inh: human PREPL enzyme inhibition; Q4J6C6; recombinant PREPL, fluorescence polarization activity-based probe; inhibition, % at 5.96 µM; hit rate 0.68% among 320,000; in the data active = inhibition above about 43%;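 note: 0% = enzyme with DMSO and 100% = wells lacking enzyme; many of its hits are not listed in these tables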
PAFAH1B3 FP inh: blocks human PAF acetylhydrolase 1B catalytic subunit 3. recombinant PAFAH1B3, FP-rhodamine probe, fluorescence polarization. inhibition, % at 3.39 µM. hit rate 0.28% among 340,000;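 active = inhibition above the screen-wide average of all tested compounds plus 3 SD, cut at about 25% in these data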;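 note: 0% = enzyme with DMSO only and 100% = wells lacking PAFAH1B3 protein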
Target sequence (Q15102 whole entry, looked up): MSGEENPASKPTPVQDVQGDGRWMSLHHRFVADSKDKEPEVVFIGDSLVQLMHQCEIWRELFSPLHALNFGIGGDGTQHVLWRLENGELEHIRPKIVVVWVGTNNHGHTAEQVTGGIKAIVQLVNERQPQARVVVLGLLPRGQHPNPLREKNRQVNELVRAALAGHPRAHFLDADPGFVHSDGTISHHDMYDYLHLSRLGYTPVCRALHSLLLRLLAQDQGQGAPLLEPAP
PAD4 FP inh: blocks human protein arginine deiminase 4. Q9UM07. recombinant PAD4, RCA probe fluorescence polarization. inhibition, % at 6.36 µM. hit rate 0.41% among 330,000. AID 485272;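 active = percent inhibition above a cutoff equal to the mean of all tested compounds plus 3 SD, cut at about 15% in these data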;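 note: 0% = PAD4 with RCA probe and DMSO and 100% = probe without PAD4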
PME-1 primary: blocks human protein phosphatase methylesterase 1. Q9Y570. recombinant PME-1, FP-Rh probe fluorescence polarization. inhibition, % at 5.9 µM. hit rate 0.53% among 320,000. AID 2130;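 active = inhibition above the campaign mean of all compounds plus 3 SD, cut at about 26% in these data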;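 note: competitive labeling of PME-1 active site by serine hydrolase directed probe; 0% = PME-1 with DMSO and 100% = wells lacking PME-1 enzyme; inhibitors block probe labeling so polarization falls and inhibition rises; many of its hits are not listed in these tables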
PAFAH1B2 inh: inhibitors of human PAFAH1B2 | recombinant PAFAH1B2, FP-rhodamine activity probe, fluorescence polarization | inhibition, % at 3.39 µM | hit rate 1.2% among 340,000 | AID 492953;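 active = inhibition above the mean of all tested compounds plus 3 SD, cut at about 24% in these data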;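 note: 0% = enzyme with DMSO and 100% = wells lacking PAFAH1B2; many of its hits are not listed in these tables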
LYPLA1 counter: LYPLA1 (human) inhibition in PME1 counter-screen. recombinant LYPLA1, FP-Rh probe fluorescence polarization. inhibition, % at 5.9 µM. hit rate 0.16% among 320,000. O75608;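 active = inhibition above the mean of all tested compounds plus 3 SD, set per campaign, cut at about 14% in these data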;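 note: inhibitors block serine hydrolase probe labeling of LYPLA1 so polarization falls; 0% = enzyme with DMSO and 100% = wells lacking LYPLA1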
Target sequence (O75608 whole entry, looked up): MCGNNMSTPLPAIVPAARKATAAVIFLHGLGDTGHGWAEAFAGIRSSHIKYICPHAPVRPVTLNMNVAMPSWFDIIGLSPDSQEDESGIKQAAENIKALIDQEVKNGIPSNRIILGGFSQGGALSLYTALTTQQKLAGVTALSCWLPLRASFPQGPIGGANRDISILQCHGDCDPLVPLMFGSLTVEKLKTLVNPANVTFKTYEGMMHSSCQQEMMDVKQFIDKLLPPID
The depositor's hits bear a star; nt = no result given.

SMILES	GSTO1 counter	pPAFAH FP inh	LYPLA2 counter	PREPL inh	PAFAH1B3 FP inh	PAD4 FP inh	PME-1 primary	PAFAH1B2 inh	LYPLA1 counter
Cc1nc2c(C(=O)NCCc3ccccc3)c[nH]n2c(=O)c1Cl	-2	19	9	8	-4	-2	-1	15	2
O=C1NC2CCc3nc4ccccc4c(=O)n3C2=Nc2ccccc21 (centres undefined)	-5	0	8	6	-3	2	6	-1	7
CC(C)C(NC(=O)C1CCC(C(C)(C)C)CC1)C(=O)NCCCN1CCCCC1 (centres undefined)	8	7	6	-11	8	-4	-3	9	0
O=C(N/N=C/C=C/c1ccccc1[N+](=O)[O-])c1cccs1	10	10	-1	7	5	1	2	3	0
O=C(O)CC(Cn1cnnn1)c1ccccc1 (centres undefined)	-3	4	4	0	9	-7	-4	-1	1
C/C(=N/OC(=O)CC(C)C)c1cc(-c2ccc(Cl)cc2)no1	0	8	13	-1	9	1	-2	0	7
CCC(C)(C)C1CCC(=NNC(=S)Nc2ccccc2)CC1 (centres undefined)	-3	4	5	3	7	-3	1	1	0
Cc1c(Cl)cccc1-c1ccc(/C=N/n2cnnc2)o1	-2	8	1	7	6	0	-6	-2	-3
Cc1cc(C)n2c(=O)c3ccc(Cl)cc3nc2c1C#N	53*	21	-1	3	-1	-10	-3	1	-5
CC(NC(=O)c1cc(-c2ccncc2)nc2ccc(Br)cc12)C1CCCO1 (centres undefined)	2	4	1	6	6	-2	2	1	-2
CSc1cccc(NC(=O)C(C)C)c1	3	-1	-4	11	6	-1	-1	5	0
Cc1cc(=O)c(C(=O)c2ccccc2)c(C)o1	0	-3	4	-7	7	4	1	10	-2
CC(C)CN(CC(C)C)C(=O)c1cccc(S(=O)(=O)N2CCc3ccccc32)c1	2	9	12	5	6	1	7	17	2
C[C@H]1O[C@@H](O[C@H]2CC[C@@]3(C)C(CC[C@]4(C)C3C=C[C@]35OC[C@@]6(CCC(C)(C)C[C@H]63)[C@@H](O)C[C@]54C)[C@]2(C)CO)[C@H](O)[C@@H](O[C@@H]2O[C@H](CO)[C@@H](O)[C@H](O)[C@H]2O)[C@H]1O (some centres undefined)	nt	7	nt	-13	4	-2	nt	1	nt
CC(C)(O)C(=O)NNC(=S)NCc1ccco1	11	1	-1	17	9	-1	2	5	8
O=C(O)c1ccc(N/N=C/c2cccc(F)c2)cc1	-2	6	5	3	5	2	1	3	4
OCCC1CN(Cc2cccn2-c2cccnc2)CCN1Cc1ccccc1 (centres undefined)	8	0	-4	12	6	-3	1	3	-2
CC(C)C(=O)N=C1NC(=O)CS1	5	-1	-4	2	2	3	-2	3	-1
COc1ccc(N(C(C)C(=O)N/N=C(\C)C(C)(C)C)S(C)(=O)=O)cc1 (centres undefined)	-4	-1	-1	14	-1	-3	5	6	1
Cc1c(C(=O)OC(C)C)sc(NC(=O)c2cccnc2)c1C#N	-7	9	0	10	9	-5	12	7	-3
COc1nnc(OC)c2ccccc12	-4	7	1	-1	0	-4	4	3	2
Cc1onc(C(=O)N2CCC(C(N)=O)CC2)c1-c1ccccc1Cl	0	1	0	0	5	3	5	4	-6
Cc1ccc(N/C(CSC(N)=O)=N\S(=O)(=O)c2ccc(C)cc2)cc1	-3	-6	-3	-7	4	3	-7	14	-4
Cc1ccc(C(C(=O)NCc2ccco2)N(C(=O)Cc2cccs2)c2cccnc2)cc1 (centres undefined)	-6	7	-1	7	10	-2	-1	5	2
Cc1c(NC(=O)COc2ccccc2Cl)c(=O)n(-c2ccccc2)n1C	nt	2	1	6	6	-1	-2	-4	1
COc1ccc(C(=O)OC(C)C(=O)NC2CCCC2)cc1S(=O)(=O)N1CCOCC1 (centres undefined)	nt	-1	3	23	17	2	3	2	1
O=C(Nc1ccccc1[N+](=O)[O-])C1=C(O)CCn2c1nc1ccccc12	10	6	1	1	7	1	7	2	2
COc1ccc(N2CCN(C(CNC(=O)COc3ccccc3)c3ccco3)CC2)cc1 (centres undefined)	8	5	8	-18	1	3	4	8	0
OCC(Cc1ccccc1)NCc1ccccc1C(F)(F)F (centres undefined)	-7	3	2	8	8	-5	3	3	-2
O=C(CP(=O)(c1ccccc1)c1ccccc1)Nc1nc2ccccc2s1	2	8	6	50*	-2	-2	6	6	-1
CC(C)CCNC(=O)CN(C(=O)CCC(=O)Nc1ccccn1)c1ccc(F)c(Cl)c1	1	5	-7	0	10	0	-3	2	-5
C=C(CC1([C@@H](NP(=O)(c2ccccc2)c2ccccc2)[C@H]2C[C@@H]2CCCC)CC1)c1ccccc1	2	2	1	-17	9	-9	-4	0	-5
O=C(CCc1ccc(S(=O)(=O)N2CCOCC2)cc1)NCCCN1CCCC1=O	8	2	5	2	-4	1	2	9	1
Cc1cc(=O)oc2cc(O)c(N=Nc3ccccc3)cc12	-5	6	6	0	5	-2	-2	7	3
CCOC(=O)N1CCN(C/C(C)=C/c2ccccc2)CC1	4	2	4	14	4	6	0	7	1
CC(C)c1cc(=O)[nH]c(N2CCN(Cc3ccc4c(c3)OCO4)CC2)n1	3	4	-1	19	8	0	-5	2	2
CS(=O)(=O)N(Cc1ccc(C(=O)NN=C2CCCC2)cc1)c1ccccc1	-2	0	-5	4	-7	-13	-9	1	3
COc1ccccc1C(=O)Nc1ccc2c(C)cc(=O)oc2c1	-12	-3	-3	13	12	-7	-3	3	0
CN(C)C(=O)c1c(NC(=O)c2ccccc2)sc2c1CCC2	2	6	0	5	11	-1	-3	4	0
CCOC(=O)N1CCC(Nc2c(NCCCN3CCN(CC)CC3)c(=O)c2=O)CC1	-4	2	-2	-5	-2	-2	-1	-2	-3

Sorted by SMILES length (smallest number first): some entries from above.
SMILES	GSTO1 counter	pPAFAH FP inh	LYPLA2 counter	PREPL inh	PAFAH1B3 FP inh	PAD4 FP inh	PME-1 primary	PAFAH1B2 inh	LYPLA1 counter
COc1nnc(OC)c2ccccc12	-4	7	1	-1	0	-4	4	3	2
CCOC(=O)N1CCN(C/C(C)=C/c2ccccc2)CC1	4	2	4	14	4	6	0	7	1
COc1ccccc1C(=O)Nc1ccc2c(C)cc(=O)oc2c1	-12	-3	-3	13	12	-7	-3	3	0
CN(C)C(=O)c1c(NC(=O)c2ccccc2)sc2c1CCC2	2	6	0	5	11	-1	-3	4	0
Cc1onc(C(=O)N2CCC(C(N)=O)CC2)c1-c1ccccc1Cl	0	1	0	0	5	3	5	4	-6
O=C(CP(=O)(c1ccccc1)c1ccccc1)Nc1nc2ccccc2s1	2	8	6	50*	-2	-2	6	6	-1
Cc1c(NC(=O)COc2ccccc2Cl)c(=O)n(-c2ccccc2)n1C	nt	2	1	6	6	-1	-2	-4	1
Cc1ccc(N/C(CSC(N)=O)=N\S(=O)(=O)c2ccc(C)cc2)cc1	-3	-6	-3	-7	4	3	-7	14	-4
CC(C)c1cc(=O)[nH]c(N2CCN(Cc3ccc4c(c3)OCO4)CC2)n1	3	4	-1	19	8	0	-5	2	2
COc1ccc(N2CCN(C(CNC(=O)COc3ccccc3)c3ccco3)CC2)cc1 (centres undefined)	8	5	8	-18	1	3	4	8	0
Cc1ccc(C(C(=O)NCc2ccco2)N(C(=O)Cc2cccs2)c2cccnc2)cc1 (centres undefined)	-6	7	-1	7	10	-2	-1	5	2
CC(C)CCNC(=O)CN(C(=O)CCC(=O)Nc1ccccn1)c1ccc(F)c(Cl)c1	1	5	-7	0	10	0	-3	2	-5
C=C(CC1([C@@H](NP(=O)(c2ccccc2)c2ccccc2)[C@H]2C[C@@H]2CCCC)CC1)c1ccccc1	2	2	1	-17	9	-9	-4	0	-5

Going on with the list.
SMILES	GSTO1 counter	pPAFAH FP inh	LYPLA2 counter	PREPL inh	PAFAH1B3 FP inh	PAD4 FP inh	PME-1 primary	PAFAH1B2 inh	LYPLA1 counter
CCc1ccc(S(=O)(=O)N2CCCC(N3CCN(c4ccc(OC)cc4)CC3)C2)cc1 (centres undefined)	3	2	7	-4	8	1	5	-2	0
Cc1ccc(CN2CN(S(=O)(=O)c3cccs3)c3nc4ccccc4nc32)cc1	5	5	-1	-7	5	0	-5	10	-1
Cc1ccc(-c2nn(-c3ccccc3)cc2C2CC(c3ccccc3)=NN2C(=O)CCC(=O)O)cc1 (centres undefined)	-9	4	4	4	5	3	-2	11	0
Cc1cccc(NC(=O)c2ccc3c(=O)n4c(nc3c2)CCCCC4)n1	1	4	5	3	8	0	22	-4	1
CS(=O)(=O)N(CC(=O)NCC1CCCO1)c1cccc([N+](=O)[O-])c1 (centres undefined)	4	2	2	3	5	-3	5	-2	0
CC(C)(C)C(=O)NC(=S)Nc1sc2c(c1C(N)=O)CCC2	3	6	-2	5	-1	0	2	14	-2
O=C(COc1ccc2c(c1)CCC2)N1CCc2ccccc21	-2	-1	0	15	3	-16	0	2	-2
Clc1cc(Cl)c2nc(N3CCCC3)sc2c1	-6	6	4	0	3	-6	1	5	0
Cc1coc2c1c(C)cc1oc(=O)c(CC(=O)NCC(=O)N[C@H](C(=O)O)C(C)C)c(C)c12	0	1	0	-8	1	-2	2	1	-2
Cc1cc(C(=O)OCC(=O)N2CC(C)OC(C)C2)c2ccccc2n1 (centres undefined)	-2	2	2	4	8	6	2	3	0
C/C=C/C(=O)OCC(=O)Nc1ccc(F)cc1Cl	-9	1	2	6	0	3	1	3	1
COc1cccc(-n2c(C)n[nH]c2=O)c1	1	4	0	-3	12	-1	1	6	-1
Cc1cc2cc(CNC(=O)CCC(=O)O)ccc2[nH]1	5	7	11	14	5	-2	0	3	7
CCN(CC)S(=O)(=O)c1ccc2c(c1)oc(=O)n2CC(=O)N(C)C1CCCCC1	1	2	8	-2	1	-1	-2	-2	4
CC(=O)Nc1ccc(-c2csc(NC(=O)C3=COCCO3)n2)cc1	3	2	-10	-2	6	0	-4	4	-6
C/C=C/c1ccc(OCC(=O)Nc2ccc(OC)c(OC)c2)c(OC)c1	4	5	10	28	7	3	-11	-1	2
COCCn1c(=S)[nH]c2cc(C(=O)NC(C)C)ccc2c1=O	8	4	2	-4	9	2	-4	5	1
CCCCNC(=O)CNC(=S)N(Cc1ccccc1)Cc1cccs1	4	-2	-4	-2	7	-3	0	2	-1
COC(=O)c1nnn(-c2ccccc2)c1N	-3	3	-2	1	8	5	5	5	-4
O=C(NCc1ccco1)c1ccccc1-c1ccc(C(F)(F)F)cc1	-1	0	3	8	5	-4	5	20	2
O=C(NC(=S)Nc1ccc(Cl)cn1)c1cccs1	-5	2	10	11	4	6	-1	-1	2
CCCSC1=C(C#N)C(c2cccs2)CC(=O)N1 (centres undefined)	-4	2	1	10	2	0	1	7	2

Screening results (PubChem BioAssay)

This is a subset; the hit share may differ from the screen's.
